# tuberculosis growth: growth inhibition of non-replicating M. tuberculosis (AID 488890). Mycobacterium tuberculosis non-replicating, growth inhibition; higher % means a stronger effect. one-dose inhibition, % at 25 µM; IC50 in µM for titrated hits. actives 0.39% (n = 320,000); in the data active means a potency from the dose series; inconclusive means inhibition mostly from about 82% at the one dose, without a potency; inactive means the rest, 99 in 100 with inhibition below about 76%;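 further: plate controls were DMSO cells for no effect and high antibiotic wells for full effect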
# Salmonella PhoP GFP: Inhibition of PhoP regulon, Salmonella typhi GFP reporter cells, confirmation, 4 h (AID 1850). Salmonella Typhi PhoP-promoter GFP reporter, fluorescence, 4 h; higher % means a stronger effect. inhibition, % at 50 µM, or IC50 in µM where a hit was titrated. actives 0.33% (n = 310,000); in the data active means a potency from the dose series; inconclusive means inhibition mostly from about 25% at the one dose, without a potency; inactive means the rest, 99 in 100 with inhibition below about 19%;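 further: 0% = induced wells with vehicle and 100% = uninduced wells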
# M. tuberculosis HTS: M. tuberculosis growth inhibition, HTS (AID 449762); M. tuberculosis H37Rv growth inhibition, 7H9 media; higher % means a stronger effect; actives 0.59% (n = 330,000); inhibition, % at 25 µM, or IC50 in µM where a hit was titrated; in the data active means a potency from the dose series; inconclusive means inhibition above about 70% without an active follow-up result;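 further: bacterial growth assessed after seven days of incubation; strong numbers were not always called active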
# VEEV TC-83 Vero: inhibitors of VEEV TC-83 cytopathic effect, confirmation, Vero cells (AID 588727); Vero cells, VEEV TC-83 cytopathic effect inhibition; higher % means a stronger effect; one-dose inhibition, % at 20 µM; IC50 in µM for titrated hits; actives 0.13% (n = 350,000); in the data active means a potency from the dose series; inconclusive means inhibition mostly from about 14% at the one dose, without a potency; inactive means the rest, 99 in 100 with inhibition below about 12%; further: strong numbers were not always called active
# H1N1 NS1A inhibition: NS1A inhibition, H1N1 influenza, cell based functional assay (AID 504329). NS1A functional cell-based assay, percent inhibition; higher % means a stronger effect. inhibition, % at 12.5 µM, or IC50 in µM where a hit was titrated. actives 0.3% (n = 340,000); in the data active means a potency from the dose series; inconclusive means inhibition above about 27% without an active follow-up result; further: strong numbers were not always called active
# VEEV TC-83 Vero 10K pilot screen: recorded beside VEEV TC-83 Vero, whose call it bears; inhibition, %; measured here: 10K pilot screen inhibition
# * hit, by the source's call; i = inactive; ? = inconclusive; nt = not tested or not shown; & = joins results of further samples.
SMILES,tuberculosis growth,Salmonella PhoP GFP,M. tuberculosis HTS,VEEV TC-83 Vero,H1N1 NS1A inhibition,others
Cn1cc([N+](=O)[O-])c(C(=O)NNC(=O)c2ccc([N+](=O)[O-])cc2Cl)n1,-7%,4%,-5%,2.8%,-1%,
Cc1cc(C)n(-c2cc(N3CCN(S(=O)(=O)c4ccc(Cl)cc4)CC3)ccc2[N+](=O)[O-])n1,31%,8%,2%,2.4%,8%,
Cc1ccc(Cl)cc1N1CCN(C(=O)COc2ccc3c(c2)CCC3)CC1,58%,2%,13%,i,-5%,
O=C(CCc1nnc2n(Cc3ccc(F)cc3)c(=O)c3ccccc3n12)NCCN1CCOCC1,6%,-11%,-5%,0.7%,7%,
CCN1CCc2nc(NC(=O)c3cc(F)c(F)cc3Cl)sc2C1,7%,2%,-5%,i,-2%,
O=C(Cn1c(=O)c(C(F)(F)F)nc2ccccc21)N1CCC2(CC1)OCCO2,-11%,10%,-15%,3.9%,97%,
COc1ccc2cc3cc(C(=O)NCc4cccnc4)oc3nc2c1,-3%,1%,3%,i,6%,
COc1ccc2c(c1)cc1n2CCN=C1NN,2%,-7%,-1%,1.2%,10%,
O=C(NNC(=O)C1CCN(Cc2cccc(F)c2)CC1)c1cccc(Cl)c1,1%,-3%,0%,i,-4%,
Cc1noc(C)c1C(=O)N1CCN(C(=O)c2sc3cc(Cl)ccc3c2Cl)CC1,11%,7%,3%,0.1%,0%,
COc1ccccc1C(=O)NNC(=O)c1ccccc1Br,-13%,-3%,-1%,3.3%,-3%,
CCOc1ccc(S(=O)(=O)N2CCc3cc(OC)c(OC)cc3C2)cc1,-2%,4%,-1%,0.4%,5%,
O=c1[nH]c(O)c(N=Nc2ccc(SC(F)F)cc2)c(=O)[nH]1,12%,-2%,-3%,1.0%,-8%,
COc1ccc(CNC(=O)C2CCN(S(=O)(=O)c3c(C)noc3/C=C/N(C)C)CC2)cc1,-11%,-13%,2%,0.3%,-1%,
CC(Oc1ccc(Cl)cc1Cl)C(=O)N(Cc1ccco1)C1CCS(=O)(=O)C1 (stereo not given),-17%,9%,-9%,7.0%,-21%,
COc1ccc(Cl)cc1S(=O)(=O)N1CCC(O)(c2ccc(Cl)cc2)CC1,1%,-3%,6%,0.4%,3%,
Cn1c(=O)[nH]c(=O)c2c1nc(N1CCCCC1)n2CCCSc1nc2ccccc2s1,22%,3%,10%,i,10%,
O=C(COC(=O)c1ccc(Cl)cc1[N+](=O)[O-])NC(=O)c1ccccc1,12%,-3%,-23%,2.3%,-7%,
O=C(O)CNC(=S)N(Cc1ccc(F)cc1)C1CCCCC1,17%,0%,1%,1.0%,2%,
Cc1c(NC(=O)CCC(=O)N2CCCCC2)c(=O)n(-c2ccccc2)n1C,-12%,1%,4%,2.4%,-4%,
CCC(=O)c1ccc(OCC(=O)Nc2ccc3c(c2)OCCO3)cc1,nt,nt,39%,2.1%,-11%,
Cc1ccc(S(=O)(=O)N2CCN(Cc3nc4sc5c(c4c(=O)[nH]3)CCCC5)CC2)cc1,1%,-6%,1%,1.2%,5%,
O=C(O)CSc1ccc(Oc2ccc(SCC(=O)O)cc2)cc1,-2%,-6%,1%,1.1%,-5%,
CCOc1ccc(-n2c(-c3ccc(OC)cc3)c[n+]3c2CCCCC3)cc1,46%,9%,?,i,10%,
Cc1cc(C)c(NC(=O)Cn2ncc3ccccc32)c(C)c1,8%,-2%,-1%,1.0%,-3%,
CNC(=O)c1nnn(Cc2ccccc2)c1NC(=O)C(F)(F)F,-10%,-5%,2%,1.5%,1%,
O=C1Nc2ccc(Br)cc2C(c2ccc(Cl)cc2)=NC1O (stereo not given),15%,8%,15%,0.4%,-4%,
CCOc1cccc(C(=O)Nc2ccccc2N2CCN(C(=O)C(C)C)CC2)c1,33%,-5%,-3%,5.8%,9%,
Cc1cc(=O)oc(C)c1C(=O)n1nc(C)c2c1C[C@@H]1[C@H]2C1(C)C,1%,-2%,1%,0.6%,-4%,
Cc1cc(C)cc(N(CCC#N)C(=O)COC(=O)c2nc3nc(C)cc(C)n3n2)c1,-6%,-1%,0%,i,-5%,
COc1ccc(CCNC(=O)c2ccc3nc(N4CCOCC4)sc3c2)cc1OC,nt,-18%,4%,2.9%,30%,
CCc1c(O)nc(SCC(=O)Nc2nc3ccccc3s2)n(-c2ccccc2)c1=O,11%,11%,-4%,i,-3%,
COc1cccc(OCc2cc(C(=O)NCc3ccc4c(c3)OCO4)no2)c1,10%,4%,2%,1.1%,-1%,
CC1(C)C(=O)Nc2ccccc2N1C(=O)COC(=O)c1ccc(NC(N)=O)cc1,nt,nt,nt,5.7%,2%,
CN(C)Cc1nc2c(c(=O)[nH]1)C1(CCCCC1)Cc1ccccc1-2,?,-8%,?,i,1%,
CCOC1OC(=O)C(Cl)=C1Nc1ccc(C)cc1C (stereo not given),23%,1%,10%,0.3%,4%,
Cc1ccncc1CNC(=O)c1ccccc1,nt,nt,nt,0.4%,-11%,
C=CCOc1c(CNc2cccc(C(=O)O)c2)cccc1OC,-42%,4%,6%,1.4%,3%,
COC(=O)c1cn(NC(=O)c2ccc([N+](=O)[O-])c(C)c2)c(=O)c2ccccc12,-1%,9%,-5%,8.6%,3%,
CCc1c(C)sc(NC(=O)C2CC2)c1C(=O)OC(C)C,?,-6%,9%,0.1%,2%,
CSc1ccccc1C(=O)NC1CCCCCC1,16%,5%,6%,0.8%,6%,
COc1ccccc1-c1noc2ncnc(Nc3cccc(C)c3C)c12,11%,1%,16%,0.8%,-1%,
CC(C)c1ccc(NC2CCCN(C(=O)CCc3cnn(C)c3)C2)cc1 (stereo not given),nt,-5%,-4%,0.9%,1%,
O=C(CSc1ccccc1)Nc1ccc(-c2nc3ccccc3[nH]2)cc1,35%,10%,7%,2.0%,-12%,
Cc1noc(C)c1COc1ccccc1C(=O)NCc1ccco1,5%,nt,-6%,1.3%,-11%,
O=C(c1ccc(COc2ccccc2[N+](=O)[O-])o1)N1CCCCCC1,7%,10%,3%,3.4%,-1%,
Cc1ccc2c(c1)c(CC(=O)Nc1ccc(F)cc1)c(C(=O)O)n2C,6%,5%,-3%,0.7%,-3%,
O=C(/C=C/c1cccc(Cl)c1)NCCCN1CCOCC1,-13%,-7%,-1%,1.3%,-8%,
COC(=O)CN=C1OC(=O)N2C(=O)C3=C4[C@@H](C[C@H]5C(=O)N(c6ccccc6)C(=O)[C@H]5[C@H]4[C@@]12Cc1ccccc1)[C@H]1C(=O)N(c2ccccc2)C(=O)[C@H]1[C@H]3C,32%,9%,-5%,1.0%,4%,
C=CCn1c(O)c(C(CC)=NCc2cccnc2)c(=O)[nH]c1=O,8%,0%,1%,0.5%,-20%,
O=c1cc(NCc2ccco2)c2ccccc2o1,-8%,2%,-1%,1.8%,2%,
COc1ccc(NC(=O)N2CCCCCC2)cc1OC,-4%,-2%,4%,0.5%,-1%,
CN1CCC(N(C)C(=O)/C(C#N)=C/c2ccccc2)CC1,-3%,-16%,10%,1.4%,-10%,
CC1=NS(=O)(=O)c2cc(Cl)ccc2N1,-5%,-10%&-18%,-5%,0.1%,-10%,
CCc1nn2c(=O)c(S(=O)(=O)Nc3ccc(Cl)cc3)c(C)nc2s1,nt,-28%,-10%,2.6%,-7%,
NC(=O)COc1ccc2c3c(c(=O)oc2c1)CCCCC3,73%,-8%,61%,i,-1%,
CN(C)/C=N/c1cnc(C(=O)c2ccc(Cl)cc2)n1C,0%,-12%,-6%,1.7%,20%,
CCN1CCN(C(=O)CCc2nnc(CCc3c[nH]c4ccccc34)o2)[C@@H](C)C1=O,15%,9%,-6%,3.5%,-3%,
S=C1NCCOCCOCCOCCOCCNC(=S)N2CCOCCOCCN1CCOCC2,7%,0%,-2%,2.5%,0%,
CS(=O)(=O)N1CCCC(C(=O)N2CCN(c3cccc(Cl)c3)CC2)C1 (stereo not given),0%,-1%,7%,1.1%,-2%,

# Among those listed so far, these contain a cyano group.
SMILES,tuberculosis growth,Salmonella PhoP GFP,M. tuberculosis HTS,VEEV TC-83 Vero,H1N1 NS1A inhibition,others
Cc1cc(C)cc(N(CCC#N)C(=O)COC(=O)c2nc3nc(C)cc(C)n3n2)c1,-6%,-1%,0%,i,-5%,
CN1CCC(N(C)C(=O)/C(C#N)=C/c2ccccc2)CC1,-3%,-16%,10%,1.4%,-10%,

# Later entries.
SMILES,tuberculosis growth,Salmonella PhoP GFP,M. tuberculosis HTS,VEEV TC-83 Vero,H1N1 NS1A inhibition,others
Cn1cnc([N+](=O)[O-])c1Sc1ncccc1N,2%,-7%,-3%,0.4%,-1%,
COc1ccccc1CNC(=O)CCNC(=O)N1CC(=O)Nc2ccccc21,8%,4%,5%,i,-3%,
CC(C(=O)NC1CCCC1)N1CCN(S(=O)(=O)c2ccc(C(C)(C)C)cc2)CC1 (stereo not given),16%,nt,-4%,0.3%,9%,
O=C(N/N=C/c1cccnc1)c1cc(O)c(O)c(O)c1,-2%,-3%,3%,0.8%,18%,
Cc1ccc(NC(=O)C/C(N)=N/O)cc1C,14%,3%,?,1.1%,-2%,
O=C(c1cc(COc2ccc(F)cc2F)on1)N1CCSCC1,10%,-3%,1%,i,6%,
O=C(/C=C/c1ccccc1[N+](=O)[O-])OC1CCCCC1=O (stereo not given),10%,-7%,4%,0.3%,-10%,
Oc1ccc(C[C@H]2CNC(=S)N2CC2CCCN2C[C@H](Cc2ccc(O)cc2)N2C[C@H](Cc3ccccc3)N(CC3CCCCC3)C2=S)cc1 (stereo not given in full),nt,nt,nt,3.2%,-10%,
COC(=O)C1=C(c2ccc3ccccc3c2)C[C@@H]2CC[C@H]1N2C(=O)NCC1CC1,22%,nt,2%,0.3%,-1%,
CCCOc1ccc(NC(=O)c2c(-c3ccccc3)noc2C)cc1,nt,0%,-2%,i,6%,
CSc1ccccc1NC(=O)Cn1c(-c2cscn2)nc2ccccc21,-6%,6%,-1%,4.7%,-1%,
O=C1CC(c2ccc(F)cc2)C2=C(CCCC2=O)N1 (stereo not given),0%,7%,-6%,0.8%,-2%,
CC(C)(C)OC(=O)N1CCC2(CC1)Oc1ccc(F)cc1C(=O)C21CC(c2cccnc2)=NO1 (stereo not given),28%,12%,2%,i,3%,
CC1=C(c2ccc(C)cc2)[N+](=O)C(C)(C)N1[O-],-4%,3%,-10%,0.5%,-1%,
NC(=O)C(F)(F)C12OC3C4C5CC(C6C5C3C61)C42 (stereo not given),-3%,-4%,-4%,i,-5%,
CCCCNC(=O)C12CCC(C)(C(=O)C1Br)C2(C)C (stereo not given),1%,-6%,3%,0.2%,3%,
Cc1cc(NC(=O)CSCC(=O)OCc2nnc(-c3ccccc3)o2)no1,-7%,-4%,-3%,1.6%,2%,
Cc1ccnc(NC(=O)c2cccc(NC(=O)c3ccccc3C)c2)c1,-18%,-8%,-3%,2.5%,-1%,
COc1ccccc1C(=O)C1CCCN(Cc2cn[nH]c2C2CCCCC2)C1 (stereo not given),-8%,-2%,10%,i,3%,
C/C(CC(=O)Nc1ccc2c(c1)OCCO2)=N\NC(=O)COc1ccccc1C,5%,2%,-13%,i,2%,
COc1ccccc1N1CCN(C(=O)c2ccc(Cn3c(=O)[nH]c4ccsc4c3=O)cc2)CC1,9%,5%,3%,6.3%,2%,
CSc1ncccc1C(=O)NCCc1ccc(Cl)cc1,11%,-8%,11%,0.0%,3%,VEEV TC-83 Vero 10K pilot screen=0.0
COc1cc(O)c(CCC(=O)c2ccc(OC)c(OC)c2)c(OC)c1,-2%,6%,-6%,3.6%,-6%,
CN1CC(=O)N(CC(=O)NCc2ccc3c(c2)OCO3)C1=O,-2%,9%,-6%,0.2%,3%,
COc1ccc(CNC(=O)C2CCCN(S(=O)(=O)c3ccccc3)C2)cc1 (stereo not given),7%,4%,-24%,3.6%,6%,
O=C(CCC(=O)N(CC(=O)NC1CCCC1)Cc1ccc(F)cc1)Nc1nccs1,1%,3%,8%,1.4%,0%,

# 3 compounds out of the list, ordered by SMILES length, smallest number first:
SMILES,tuberculosis growth,Salmonella PhoP GFP,M. tuberculosis HTS,VEEV TC-83 Vero,H1N1 NS1A inhibition,others
CSc1ncccc1C(=O)NCCc1ccc(Cl)cc1,11%,-8%,11%,0.0%,3%,VEEV TC-83 Vero 10K pilot screen=0.0
CN1CC(=O)N(CC(=O)NCc2ccc3c(c2)OCO3)C1=O,-2%,9%,-6%,0.2%,3%,
COc1cc(O)c(CCC(=O)c2ccc(OC)c(OC)c2)c(OC)c1,-2%,6%,-6%,3.6%,-6%,

# Source: PubChem BioAssay
